Assay outcomes: PubChem, The Scripps Research Institute Molecular Screening Center
TEAD-YAP block = TEAD-YAP interaction inhibition | inhibition, % at 9.12 µM | HEK-TIYL cells, TEAD-Gal4/YAP UAS-luciferase luminescence | 640,000 tested, 1.4% active; in the data active = inhibition above about 32%;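 note: 0% = median of test compound wells and 100% = reference inhibitor wells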
GPR151 ag = activators of human GPR151 | Q8TDV0 | PathHunter beta-arrestin GPR151 cells, luminescence | 650,000 tested, 1% active | activation, % at 11.2 µM; in the data active = activation above about 4.9%;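 note: 0% = median of compound wells and 100% = cells with positive control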
MITF primary = human MITF inhibition, primary screen | AlphaScreen MITF homodimerization, bead proximity signal | O75030 | AID 1259374 | inhibition, % at 2.6 µM | 650,000 tested, 0.91% active; in the data active = inhibition above about 50%;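 note: 0% = vehicle wells with protein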
FBW7 activator = activators of human E3 ligase FBW7; 650,000 tested, 0.13% active; AlphaScreen FBW7–phospho-cyclin E peptide binding, activator screen; Q969H0; normalized activity (activation), % at 26.1 µM; in the data active = normalized activity above about 1.9%;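 note: purified mutant Fbw7 with reduced substrate affinity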
Target sequence (Q969H0 whole entry, looked up): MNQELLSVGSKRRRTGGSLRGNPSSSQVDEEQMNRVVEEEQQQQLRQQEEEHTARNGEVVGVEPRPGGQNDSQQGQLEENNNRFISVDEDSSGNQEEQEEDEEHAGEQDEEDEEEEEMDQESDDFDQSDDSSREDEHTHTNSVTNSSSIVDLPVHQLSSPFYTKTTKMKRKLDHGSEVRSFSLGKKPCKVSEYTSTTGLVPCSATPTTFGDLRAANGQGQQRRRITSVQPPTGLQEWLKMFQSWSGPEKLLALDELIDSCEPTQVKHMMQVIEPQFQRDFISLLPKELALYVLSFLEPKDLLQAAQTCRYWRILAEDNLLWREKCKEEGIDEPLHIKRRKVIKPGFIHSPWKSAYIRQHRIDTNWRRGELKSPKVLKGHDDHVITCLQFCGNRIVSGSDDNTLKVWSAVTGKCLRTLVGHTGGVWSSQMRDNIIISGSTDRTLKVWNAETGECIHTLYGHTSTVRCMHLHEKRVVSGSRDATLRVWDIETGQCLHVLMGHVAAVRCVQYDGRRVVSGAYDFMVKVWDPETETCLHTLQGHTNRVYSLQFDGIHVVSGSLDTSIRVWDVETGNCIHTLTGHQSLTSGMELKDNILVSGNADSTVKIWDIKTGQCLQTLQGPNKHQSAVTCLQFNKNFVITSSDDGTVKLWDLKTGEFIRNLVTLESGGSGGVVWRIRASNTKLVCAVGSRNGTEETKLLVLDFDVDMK
An asterisk follows results filed as active.

SMILES	TEAD-YAP block	GPR151 ag	MITF primary	FBW7 activator
CCC1Sc2ccccc2N(CC(=O)NC2CC2)C1=O (centres undefined)	-12.9	-0.7	0.2	-0.2
COc1cc(/C=C(\C#N)c2nc3ccccc3[nH]2)ccc1OCc1ccc(C)cc1	-80.3	0.9	4.2	0.0
C(=C\c1ccco1)/CN1CCOc2ccc(CN3CCN(c4ncccn4)CC3)cc2C1	5.9	0.9	22.1	0.0
CC1CC(C)CN(C(=O)CN2C(=O)[C@@H]3CCCN3C(=O)c3ccccc32)C1 (some centres undefined)	1.3	0.1	-17.7	0.0
CC(=O)c1cccc(-c2cc(NCc3nc4ccccc4[nH]3)ncn2)c1	-21.2	2.3	11.4	0.1
CONC(=O)c1cnc2scc(-c3ccccc3)n2c1=O	-1.0	-0.5	5.4	0.2
COc1cc(/C=N\NC(=O)COc2ccc(C)cc2[N+](=O)[O-])ccc1O	-1.6	1.5	3.6	0.0
Oc1cccc(Nc2nc3ccc(Cl)cc3n3cnnc23)c1	4.5	0.5	5.2	0.1
CN1CCN(C(=O)c2cc(Cc3ccc(F)cc3)no2)[C@@H](c2ccccc2)C1	8.2	0.7	16.0	0.0
C[C@H](c1ccccc1)n1c(=O)[nH]c2ncc(-c3cccc(C(=O)N(C)C)c3)nc21	7.6	-0.2	-0.5	0.1
COc1cccc(CN2CCN(C(=O)c3cccc(OC)c3OC)CC2)c1	5.1	-0.5	53.9*	-0.2
Cc1ccnc(NC(=O)CN2C(=O)c3ccccc3C2=O)c1	1.8	-0.4	-10.6	0.0
O=c1oc(-c2cccc([N+](=O)[O-])c2)nc2ccccc12	-2.8	-7.7	-0.8	-0.2
COc1cc(Nc2nc(-c3cccc(N)c3)nc3c2ncn3Cc2ccc(C(F)(F)F)cc2)cc(OC)c1OC	-4.3	0.5	4.2	0.1
O=C(CSc1nc2cc(C(=O)NCCC3=CCCCC3)ccc2c(=O)n1C1CCCCC1)c1ccccc1	2.7	0.1	23.9	0.1
COc1ccc2c(c1)c(CC(=O)OCC(=O)N1CCOCC1)c(C)n2C(=O)c1ccc(Cl)cc1	-6.0	-1.1	-10.7	0.4
N#C/C(=C\c1cc(Cl)ccc1O)c1ccc([N+](=O)[O-])cc1	-3.9	-0.7	22.6	0.0
COc1ccc(OC)c(N=c2ssc3c2-c2cc(C)c(C)cc2NC3(C)C)c1	10.9	0.3	7.0	-0.2
CCOC(=O)C1CCCn2c1nc1sc3c(c1c2=O)CCCC3 (centres undefined)	-11.2	-1.0	16.3	-0.1
COC(=O)c1nnn(CC(=O)Nc2ccc(OC)cc2)c1C(=O)OC	7.7	0.4	-5.0	0.1
O=c1[nH]ncc(N/N=C\C2CC=CCC2)c1Cl (centres undefined)	0.2	-2.4	-0.7	-0.1
O=C1c2ccc(Br)cc2C(=O)N1c1ccc(Oc2ccc3ccccc3c2)cc1	-4.1	0.5	-1.7	-0.1
O=C(CCOc1ccccc1)Nc1ccccc1[N+](=O)[O-]	-6.9	-1.1	11.9	-0.2
O=C1c2ccccc2N2C(=O)CCC2(C(=O)O)N1Cc1ccco1 (centres undefined)	5.3	0.2	4.4	-0.1
O=c1[nH]c2ncccc2c(=O)n1Cc1ccco1	7.0	0.1	7.9	0.5
Cc1ccccc1S(=O)(=O)Nc1cc(Br)c2oc3c(c2c1)C(=O)CCC3	-0.4	0.6	-0.8	-0.1
COc1ccccc1CNC(=O)C(=O)NCC(C)C	-20.3	1.6	-0.8	0.0
O=C1NC(=Nc2ccc(F)cc2)S/C1=C\c1ccc(O)c(O)c1	51.2*	2.4	44.4	-0.2
Cn1cccc1/C=C1/SC(=S)N(CC(=O)O)C1=O	5.8	-0.3	8.2	-0.1
CC[C@@H](Cn1nc(-c2ccc(F)c(F)c2)ccc1=O)NC(=O)C(C)C	17.6	-0.3	5.5	0.0
C/C(CC(=O)NCc1ccco1)=N\NC(=O)Cc1ccc(Cl)cc1	-3.5	0.7	-7.0	0.0
O=C(NCCC12CC3CC(CC(C3)C1)C2)c1ccc(S(=O)(=O)N2CCOCC2)cc1	2.5	2.8	15.3	0.0
CN1CCCCC1C(=O)N1CCC2(CC1)CC2C(=O)NCc1cccc(C(F)(F)F)c1 (centres undefined)	0.1	-0.5	-4.2	0.1
O=C(O)c1ccc(N2C(=O)c3ccc(F)cc3C2=O)cc1	1.7	0.8	-0.6	0.1
CCOC(=O)C1=C(N)N(c2ccc(OC)cc2)C2=C(C(=O)CC(C)(C)C2)C1c1cccnc1 (centres undefined)	10.3	-0.4	5.9	0.1
CCc1ccccc1N(CC(=O)Nc1ccccc1C(=O)NC(C)C)S(C)(=O)=O	-41.7	1.2	-1.4	-0.1
Cc1ccc(N2CCN(c3ncnc4c3c(-c3ccccc3)cn4-c3cccc(C(F)(F)F)c3)CC2C)cc1 (centres undefined)	-1.6	2.2	13.1	0.1
CCCCCCOc1ccc(C(=O)Nc2cccnc2)cc1	-16.2	-1.7	-1.8	0.0
O=C1NC2(CCN(C(=O)C3(c4ccc(Cl)cc4)CCC3)CC2)Nc2ccccc21	-9.2	-0.3	11.4	0.0
Cc1nn(CC(=O)NC2CCCC(C)C2C)c2ccccc12 (centres undefined)	10.3	0.5	7.6	0.0
O=C(/C=C/c1ccc(F)cc1)NC1=NCCS1	-55.5	0.0	-4.7	-0.2
CCN1C(=O)CC(C(=O)Nc2ccc(OC)cc2)SC1=Nc1ccc(F)cc1 (centres undefined)	9.5	-1.4	11.9	0.3
CCOc1ccc(C2=C(C(=O)CC)Sc3nnc(CC)n3N2C(=O)CC)cc1	8.4	-0.3	6.7	0.2
O=c1c2c(-c3ccccc3)csc2ncn1Cc1ccc([N+](=O)[O-])cc1	3.7	5.6*	19.8	-0.2
NC(=O)c1ccc(Oc2ccc(Oc3ccccc3)cc2)c([N+](=O)[O-])c1	1.9	0.8	5.1	0.1
CC(C)CCC(C(=O)O)C(C)CC(=O)Nc1ccc(C(=O)O)cc1 (centres undefined)	7.4	0.4	0.3	-0.1
CC1(C)CC(=O)C(C(c2ccccn2)c2c[nH]c3ccccc23)=C(O)C1 (centres undefined)	-8.9	-0.4	-28.0	0.1
CCOc1cnc(C(=O)NNC(=O)c2ccc(S(=O)(=O)N(C)C)cc2)o1	1.2	6.0*	-6.0	0.1
CCCCOc1ccc(NC(=O)c2ccccc2C(=O)O)cc1	-7.3	0.2	18.3	0.1
CCOCCOC(=O)c1ccc(NC(=O)c2ccccc2)cc1	-7.4	-4.4	6.8	-0.2
O=C(Nc1ccc(Br)cc1)c1ccc2c(=O)n(-c3ccccc3)c(=O)[nH]c2c1	3.9	-1.1	9.2	0.4
CC(C(=O)N1CCN=C1c1ccccc1)N1C(=O)c2ccccc2C1=O (centres undefined)	-2.0	0.6	15.2	0.3
O=C(NNc1cccc(Cl)c1)C(=O)n1ccc2ccccc21	-4.9	-0.8	-10.6	-0.2
CC(C)C(=O)NC(NC(=S)Nc1ccc(S(N)(=O)=O)cc1)C(Cl)(Cl)Cl (centres undefined)	5.6	-1.5	12.8	0.1
COc1cccc(NC(=S)Nc2ccc3[nH]c(=O)[nH]c3c2)c1	-8.5	-0.5	3.5	0.1
COc1ccc(NC(=O)c2cnn(-c3ccccc3)c2NC(=O)c2cccc(F)c2)cc1	7.3	0.0	-7.7	-0.2
CCOC(CNC(=O)c1sc2ncn(Cc3cccc(F)c3)c(=O)c2c1C)OCC	-0.3	-0.6	3.0	0.0
O=C(/C=C/c1ccccc1)N1CC[C@H]2[C@H](CCCN2Cc2cccn2-c2nccs2)C1	1.6	2.2	7.9	-0.2
COc1ccc(CCNc2nc(Cl)nc3c2ncn3-c2ccsc2)cc1	2.6	1.1	5.3	0.2
CC(=O)Nc1ccc(NC(=O)c2cncc(-c3ccc(N4CCOCC4)nc3)c2)cc1	3.8	-0.2	-3.5	0.2
The listing continues.
SMILES	TEAD-YAP block	GPR151 ag	MITF primary	FBW7 activator
C=CCNC(=O)c1nnc2n(c1=O)CCN2c1ccc(F)cc1	3.4	1.1	7.1	0.1
O=C(Nc1cnc2cnc(-c3ccccc3F)cn12)c1ccncc1	14.7	0.6	20.9	0.4
O=C(NCc1ccccc1)c1nn2c(C(F)(F)F)cc(-c3ccccc3)nc2c1Cl	-1.5	-0.4	-7.5	0.0
O=C(CNS(=O)(=O)c1ccccc1)NCC(=O)OCc1ccc(Cl)cc1	7.7	-1.2	-20.9	0.2
O=C(Nc1ccccc1[N+](=O)[O-])c1ccc(N2C(=O)c3ccccc3C2=O)cc1	7.7	-2.2	2.8	0.3
CCOC(=O)Cc1ccc(NS(=O)(=O)c2ccc(SC)cc2)cc1	-3.1	2.2	-6.2	0.5
CCN1CCCC1CNc1nc(=S)[nH]c2ccccc12 (centres undefined)	-5.4	9.1*	-7.6	0.1
Cc1ccc(NC(=O)C(C)Sc2nnc(N)s2)cc1 (centres undefined)	-11.9	-0.8	-3.5	-0.1
CCOc1ccc(C)cc1S(=O)(=O)Nc1ccc(I)cc1	41.8*	0.7	-4.9	0.0
CC1CCc2c(sc(NC(=O)c3cc4nc(-c5ccccc5)cc(C(F)(F)F)n4n3)c2C(N)=O)C1 (centres undefined)	2.1	0.4	-14.6	0.1
COc1cc(N2C(=O)Cn3c2nc2c3c(=O)n(C)c(=O)n2C)c(OC)cc1Cl	9.2	-1.4	4.8	-0.2
CC(C)[C@H](NC(=O)c1ccco1)C(=O)OCC(=O)N1CC(=O)Nc2ccccc21	2.7	1.3	-12.3	-0.1
O=C(c1cccnc1)N1CCC2(CC1)CC2C(=O)N1CCN(C/C=C/c2ccccc2)CC1 (centres undefined)	8.3	-0.3	-5.4	-0.2
Cc1ccc2c(c1)-c1c(cnn1CC(=O)N(CCN(C)C)Cc1ccco1)CO2	0.1	-0.7	8.0	0.4
Cc1cc(Cl)c(S(=O)(=O)NCc2cccnc2)cc1OCC(N)=O	5.7	-1.0	12.8	0.0
C/C(=N/NC(=O)c1ccccc1Cl)c1cccs1	-27.4	-0.7	0.7	-0.1
O=C(CCC1(Cc2ccco2)CCC(=O)N1)NCc1csc(-c2ccccc2)n1 (centres undefined)	-6.3	-0.6	-5.9	-0.1
CCOC(=O)COc1ccc(S(=O)(=O)Nc2cccc(C(C)=O)c2)cc1	-0.2	1.4	-1.4	-0.2
O=C(Nc1cccc(O)c1)c1ccc2c(c1)C(=O)N(Cc1cccnc1)C2=O	-6.8	0.0	-1.4	0.0
COc1cccc(OC)c1-c1cnc2c(NCC3CC3)nccn12	3.9	1.8	13.6	-0.6
Cc1cnc(-c2ccc(C(=O)NC3CC3)cc2)nc1NCc1cccc(C(F)(F)F)c1	-4.8	-1.3	23.8	0.2
CC1=NN(c2cc(Cl)ccc2[N+](=O)[O-])C(=O)/C1=C/c1ccc(C(C)(C)C)cc1	1.3	0.9	-0.2	-0.2
COc1ccc(CN(C(=O)CN2C(=O)C(C)Oc3ccccc32)C2CCCC2)c(OC)c1 (centres undefined)	-3.9	0.1	9.4	0.2
OC1CCOc2ccccc21 (centres undefined)	2.1	0.2	-1.7	0.2
CN(CCCNS(=O)(=O)c1ccc2[nH]c(=O)ccc2c1)Cc1ccccc1	-1.1	-0.5	3.8	0.2
O=C(COc1ccccc1)N1CCc2ccccc2C1	-24.0	-1.0	0.6	0.1
Cc1ccc(-n2c(=S)sc3c(=O)n(-c4ccc(F)cc4)c(SCc4cccnc4)nc32)cc1C	-13.9	0.7	-12.4	0.0
Cc1nn(-c2ccccn2)c2ncc(C(=O)c3cc(Cl)ccc3O)cc12	0.8	3.4	8.4	-0.1
CCOc1ccccc1NC(=O)Cc1noc2ccc(C)cc12	-1.6	-0.2	-1.1	-0.2
CC(=N\O)/C(C)=N/NC(=O)Cc1ccc(N)cc1	-3.0	0.5	5.0	0.0
O=C(O)CCn1c(=O)[nH]c2ccccc2c1=O	-7.8	2.7	14.2	0.0
